# CR mimetic SO: reduction of superoxide in aged yeast, primary screen, HTS | S. cerevisiae aged cells, superoxide DHE fluorescence; stronger effect = lower value | superoxide response (% of plate mean), % at 10 µM | 330,000 compounds, 0.18% hits;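 active = superoxide response under a set limit, about three screen SD below normal, cut at about 65% in these data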;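 also: yeast aged for seven days with compound at 30 °C before DHE staining; 100% = average MFI of all compound-treated wells on the plate with controls excluded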
# LAP4 TOR yeast: modulators of LAP4-GFP expression in yeast, primary screen, S. cerevisiae, multiplex flow cytometry, MLPCN library. 320,000 compounds, 0.34% hits. GFP response vs DMSO, % at 10 µM. 3 h; median GFP as percent of DMSO wells;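 active = GFP response vs DMSO above a set limit, about the screen mean plus 3 SD, cut at about 150% in these data; inconclusive = under 70 cell events counted for the yeast strain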
# AHR activator: AHR activators, primary screen, cell-based, luminescence, luciferase reporter, human. Aryl hydrocarbon receptor (Homo sapiens), P35869. AHR-responsive luciferase reporter cells. activation, % at 5 µM. 320,000 compounds, 2.5% hits. AID 2796, 2010; in the data active = activation above about 47%;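 also: 0% = vehicle wells and 100% = reference agonist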
# RPL19A TOR yeast: RPL19A-GFP expression modulators in yeast, primary screen, cell-based, S. cerevisiae, multiplex flow cytometry, MLPCN; S. cerevisiae RPL19A-GFP strain, 3 h; stronger effect = lower value; 330,000 compounds, 0.3% hits; percent response vs DMSO, % at 10 µM;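 active = percent response vs DMSO below 50%; inconclusive = fewer than 70 events counted for the yeast strain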;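 also: median channel GFP fluorescence of the barcoded RPL19A-GFP strain; ratio of sample median GFP to plate DMSO average so 100% = DMSO; lower means less RPL19A-GFP as with rapamycin TOR inhibition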
# procasp3 activ: activators of human procaspase-3 D3A mutant, primary screen, biochemical, absorbance, PC-3 D3A mutant, single concentration | activation, % at 8.5 µM | 330,000 compounds, 0.11% hits | recombinant procaspase-3 D3A, Ac-DEVD-pNA absorbance 405 nm | AID 463141, 2010;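 active = activation above the mean of all tested compounds plus 3 SD, cut at about 21% in these data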;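 also: 0% = DMSO alone and 100% = DMSO wells spiked with extra 5 µM PC-3 D3A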
# Target sequence (P42574 whole entry D9A/D28A/D175A): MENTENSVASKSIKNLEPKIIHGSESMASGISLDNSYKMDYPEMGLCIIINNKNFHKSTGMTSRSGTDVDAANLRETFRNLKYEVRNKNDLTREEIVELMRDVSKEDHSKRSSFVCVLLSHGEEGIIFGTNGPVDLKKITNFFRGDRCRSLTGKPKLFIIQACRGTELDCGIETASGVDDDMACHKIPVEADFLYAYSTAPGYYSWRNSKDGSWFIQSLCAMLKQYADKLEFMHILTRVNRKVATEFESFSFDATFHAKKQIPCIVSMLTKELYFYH
#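 Assay system: Autoprocessing-dead procaspase-3 D3A mutant enzyme; also added: Ac-DEVD-pNA; doses: one concentration, 8.5 µM nominal, 0.8% DMSO; times: 1 h compound preincubation, 2 h substrate hydrolysis at 25 °C; technique: 405 nm absorbance of p-nitroaniline, reads at 0 and 120 min; measure: % activation between DMSO and enzyme-spiked controls; repeats: single replicate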
# JMJD2C inh: inhibitors of GASC-1 histone demethylase, primary screen, biochemical, fluorescence, DELFIA europium | AID 2099, 2009 | 330,000 compounds, 0.069% hits | inhibition, % at 2.35 µM | GST-JMJD2C(1-420) H3K9me3 demethylation;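 active = more than half of a compound's replicate wells show inhibition beyond 50%, single wells judged on their own value; inconclusive = some, but no more than half, of replicates pass 50% inhibition; inactive = no replicate passes 50% inhibition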;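 also: signal counts dimethyl H3K9 product captured on neutravidin plate; 0% = median of DMSO wells and 100% = 0.3 times that DMSO median; strong numbers were not always called active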
# Target sequence (Q9H3R0 1-420 limits assumed): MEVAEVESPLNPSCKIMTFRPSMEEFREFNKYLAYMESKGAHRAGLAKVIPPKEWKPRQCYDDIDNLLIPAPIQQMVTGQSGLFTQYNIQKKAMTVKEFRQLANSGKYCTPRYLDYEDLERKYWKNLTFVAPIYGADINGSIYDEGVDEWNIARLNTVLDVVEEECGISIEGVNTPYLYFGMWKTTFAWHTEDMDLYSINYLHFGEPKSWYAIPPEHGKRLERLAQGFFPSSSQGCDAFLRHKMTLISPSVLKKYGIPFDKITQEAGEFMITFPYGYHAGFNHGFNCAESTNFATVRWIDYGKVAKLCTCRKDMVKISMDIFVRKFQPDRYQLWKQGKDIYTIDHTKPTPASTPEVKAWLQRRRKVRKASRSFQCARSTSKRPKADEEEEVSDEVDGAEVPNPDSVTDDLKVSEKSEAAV
# MEP2-GFP yeast: modulators of MEP2-GFP levels in yeast, primary screen, S. cerevisiae, multiplex flow cytometry, MLPCN library; 330,000 compounds, 0.51% hits; S. cerevisiae MEP2-GFP strain, 3 h; 100% = DMSO control level; GFP response vs DMSO, % at 10 µM; AID 2016, 2009;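 active = GFP response versus DMSO above a set limit, roughly screen mean plus 3 SD, cut at about 180% in these data; inconclusive = fewer than 70 cells counted for a yeast strain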;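 also: median GFP fluorescence of the barcode-gated MEP2-GFP cells per well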
# proCasp7 act: procaspase-7 activators, primary screen, counter-screen for procaspase-3 activator project, biochemical, absorbance, HTS, human; 330,000 compounds, 0.093% hits; Caspase-7 (Homo sapiens), P55210; activation, % at 8.5 µM; recombinant procaspase-7, Ac-DEVD-pNA absorbance 405 nm; D23A/D198A/D206A triple mutant, cannot self-cleave; scale: DMSO 0, 5 µM enzyme 100;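 active = percent activation above the screen-wide mean plus 3 SD, cut at about 25% in these data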
# Target sequence (P55210 whole entry D23A/D198A/D206A): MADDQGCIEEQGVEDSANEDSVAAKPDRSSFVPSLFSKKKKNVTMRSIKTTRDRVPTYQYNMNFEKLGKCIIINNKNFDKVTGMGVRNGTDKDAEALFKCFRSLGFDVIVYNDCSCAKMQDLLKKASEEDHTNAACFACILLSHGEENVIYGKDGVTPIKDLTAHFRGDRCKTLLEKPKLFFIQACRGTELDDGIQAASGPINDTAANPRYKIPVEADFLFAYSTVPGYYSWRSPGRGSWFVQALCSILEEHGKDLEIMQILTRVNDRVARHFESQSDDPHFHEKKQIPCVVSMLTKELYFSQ
#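 Assay system: Uncleavable procaspase-7 mutant enzyme / Input: 2 µM procaspase-7 mutant as dispensed / Dosing: single nominal 8.5 µM compound dose, 0.8% DMSO final / Timing: 1 h enzyme–compound preincubation and 2 h substrate reaction, both 25 °C / Detection: p-Nitroaniline absorbance at 405 nm, read at 0 and 120 min / Replication: singlicate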
# The depositor's hits bear a star; ? = inconclusive; nt = not tested or not shown.
smiles	CR mimetic SO	LAP4 TOR yeast	AHR activator	RPL19A TOR yeast	procasp3 activ	JMJD2C inh	MEP2-GFP yeast	proCasp7 act
Cc1ccc(S(=O)(=O)NCC(=O)NCCc2c[nH]c3ccccc23)cc1C	96	103	35	97	-4	0	101	-6
CCN1CCc2c(sc(NC(=O)c3ccc(S(=O)(=O)N4CCCC4)cc3)c2C(=O)NC)C1	96	111	1	98	1	-9	109	-3
COc1cc(C2CC(=O)OC3=C2C(=O)CC(C)(C)C3)cc(OC)c1OC (stereo not drawn)	92	112	1	101	3	0	116	10
CCOC(=O)N1CCN(C(=O)C2CCN(S(=O)(=O)N3CCCC3)CC2)CC1	100	92	-1	96	5	0	99	9
C=CCn1c(-c2sc3nc(C)cc(C)c3c2N)n[nH]c1=S	100	112	100*	99	-5	10	105	-25
O=C(NCc1ccccc1)Nc1cccn(Cc2ccccc2F)c1=O	94	96	-1	103	3	-1	104	10
CC(C)CC(=O)n1sc(NC(=O)c2ccccc2)nc1=O	92	109	2	102	-11	-3	112	-25
Cn1c(=O)cc(OCCCC(=O)NCCN2CCN(c3ccccc3F)CC2)c2ccccc21	98	101	1	98	-2	8	102	6
COc1ccc(CC(=O)OCn2nnc3ccccc3c2=O)cc1	97	86	6	96	-2	9	93	-3
COc1cc2nc(CCc3ccccc3)oc(=O)c2cc1OC	106	98	3	108	0	-6	102	10
COc1ccc(CNc2ccc(Cl)cc2)cc1Cn1ccnc1	91	95	35	107	-2	-23	89	2
O=C(/C=C/c1ccccc1Cl)Nc1ccccc1	99	nt	36	93	-10	1	119	6
CCOC(=O)C1=NN(c2ccccc2)C(=O)/C1=C\c1ccc(N(C)C)cc1	97	93	5	99	5	-10	103	6
Cc1onc(C(=O)Nc2ccc(OC(F)(F)F)cc2)c1[N+](=O)[O-]	87	104	1	99	5	-14	103	7
COc1ccc2sc(N(CCCN(C)C)C(=O)c3ccc(S(=O)(=O)N4CCc5ccccc5C4)cc3)nc2c1	103	102	-9	97	2	-9	106	4
Cc1ccccc1CC1CCN(CCCNC(=O)Nc2ccccc2)CC1	104	100	nt	105	nt	-10	108	nt
C=C(C)CNC(=S)NNC(=O)c1cc(C)oc1C	108	80	0	102	0	1	93	-5
Cc1cc(NC(=O)CSCC(=O)Nc2nc3ccc(F)cc3s2)no1	86	98	17	94	1	1	98	-1
c1ccc(CCNC2=NCCS2)cc1	93	98	-1	100	-3	-5	108	2
O=C(Nc1ccc(F)cc1)C1=CC(=O)N2CCN=C2S1	84	100	7	107	-7	-1	106	-15
COc1ccc(CCNC(=O)C2CCCN(S(C)(=O)=O)C2)cc1OC (stereo not drawn)	82	101	-1	97	6	-5	101	3
O=C1C=CC(=O)N1c1ccc(Sc2ccc([N+](=O)[O-])cc2)cc1	98	162*	-1	85	-2	-8	102	6
C=CCNC(=O)c1c(C(F)(F)F)nn(C)c1Cl	108	108	3	95	0	13	90	-9
COc1ccc2nc(C)cc(SCC(=O)NNC(=O)COc3ccccc3)c2c1	100	85	0	102	-4	5	109	5
CCOc1ccc(Br)cc1S(=O)(=O)Nc1cccc(S(=O)(=O)N(C)c2ccccc2)c1	101	93	1	104	-8	13	93	1
CC(C)Cc1ccc(C(C)C(=O)Nc2ncccn2)cc1 (stereo not drawn)	130	92	6	93	-7	3	86	0
CCCCn1c(N)c(N(CC(C)C)C(=O)c2ccc(OCC3CCCO3)cc2)c(=O)[nH]c1=O (stereo not drawn)	98	108	0	102	-15	10	103	4
Cc1ccc(C)c(N2N=C(C(=O)Nc3ccc(S(=O)(=O)N4CCCC4)cc3)CCC2=O)c1	102	105	2	99	-2	7	102	-7
CCOC(=O)CCC(NC(=O)CCCCCCCC(=O)NC(CCC(=O)OCC)C(=O)OCC)C(=O)OCC (stereo not drawn)	101	109	2	101	9	18	103	1
CCOC(=O)c1ccc(NC(=O)C(=O)NCc2ccco2)cc1	113	99	0	104	0	-22	103	-5

# Records listed above marked active in AHR activator:
compound,LAP4 TOR yeast,AHR activator,RPL19A TOR yeast,procasp3 activ,JMJD2C inh,MEP2-GFP yeast
C=CCn1c(-c2sc3nc(C)cc(C)c3c2N)n[nH]c1=S,112,100*,99,-5,10,105

# (more compounds)
smiles	CR mimetic SO	LAP4 TOR yeast	AHR activator	RPL19A TOR yeast	procasp3 activ	JMJD2C inh	MEP2-GFP yeast	proCasp7 act
COc1ccc(OCCNC(=S)Nc2cccc3ccccc23)cc1	90	109	4	99	1	-9	98	-1
CCC1CCCCN1S(=O)(=O)Cc1ccccc1Cl (stereo not drawn)	94	100	-1	98	5	0	93	8
C/C(=N\NC(=O)c1ccccc1Cl)c1ccccn1	101	98	5	99	7	-4	95	-2
CCNC(=O)Cn1c(=O)c(=O)n(Cc2ccccc2)c2ccc(Cl)cc21	106	96	-1	100	2	10	104	6
COc1ccc(/C=C/C(=O)NC(=S)Nc2ccc(S(N)(=O)=O)cc2)cc1OC	93	91	-4	107	-4	-3	115	3
Cc1ccc(C(=O)C2CCN(CC(=O)Nc3nc(C)cs3)CC2)cc1	130	103	6	104	-9	5	104	8
Cc1nn(-c2ccccc2)c(C)c1CNC(=O)c1ccc(S(=O)(=O)NCc2ccco2)cc1	102	105	4	100	3	-2	108	4
CNC(=O)c1ccc(CNC(=O)OCc2ccccc2)cc1	97	103	4	100	-2	0	92	4
COc1cc(C2c3c(oc4cc(C)c(C)cc4c3=O)C(=O)N2c2cc(C)ccn2)ccc1O (stereo not drawn)	97	87	0	95	-5	0	95	-13
CCOC(=O)c1cc(-c2cccc([N+](=O)[O-])c2)on1	108	91	-2	97	13	11	90	-5
O=C(CSc1nnc(-c2ccncc2)s1)Nc1ccccc1	95	103	-5	103	3	20	108	4
COc1ccc(N2CC(C(=O)N[C@@H](C)C(=O)NCc3ccccc3OC)CC2=O)cc1 (stereo partly drawn)	97	99	1	97	8	13	114	8
Cc1cc(C)cc(NC(=O)CCc2c(C)nn(-c3ccc(N4CCOCC4)nn3)c2C)c1	142	95	13	98	-2	20	100	-11
CC1(C)C(=O)NCCN1C(=O)CC1C(=O)NCCN1Cc1cccc(C(F)(F)F)c1 (stereo not drawn)	109	92	0	103	3	15	111	-2
COc1ccc(-c2cc(=O)oc3cc(OCc4nn[nH]n4)ccc23)cc1	111	103	2	110	5	-2	107	2
c1ccc(Oc2cc(-n3cncn3)ncn2)cc1	96	101	2	106	2	-1	108	6
Cc1ccc(NC(=O)C2CCCN2C(=O)OCc2ccccc2)c(O)c1 (stereo not drawn)	81	99	0	95	-2	9	108	3
C=CCOc1ccc(CN(C)C(=O)CNC(=O)c2ccc(-c3ccccc3)cc2)cc1	101	115	2	102	0	-10	109	-8
Nc1ncc(Br)cc1Br	91	92	0	102	10	1	89	-1
Cc1cc2oc(=O)c(CC(=O)NCCCN(C)C)c(C)c2c2occ(C(C)(C)C)c12	114	82	2	96	2	-6	101	-6
Cc1n[nH]c(C)c1S(=O)(=O)Nc1ccc2c(c1)OCCO2	109	98	-1	93	-3	-1	98	-3
CC(c1ccccc1)C1CC(=O)N(c2cc(Cl)ccn2)C1=O (stereo not drawn)	96	95	2	99	-2	-14	96	-3
Cn1c(CN2CCN(CC#N)CC2)c(C#N)c2ccccc21	103	97	6	95	8	1	102	13
CC(=O)c1ccc(NC(=O)CCc2c(C)nn(-c3ccc(N4CCOCC4)nn3)c2C)cc1	97	90	13	92	2	-4	94	14
CCN(CC(=O)NC1CCS(=O)(=O)C1)S(=O)(=O)c1ccc2ccccc2c1 (stereo not drawn)	99	92	1	97	3	-5	103	1
Cc1ccc(NC(=O)COC(=O)CNC(=O)c2cccc([N+](=O)[O-])c2)cc1S(=O)(=O)N1CCCCCC1	112	89	2	92	-4	5	92	1
COC(=O)Nc1ccc(S(=O)(=O)N2c3ccccc3CCC2C)cc1 (stereo not drawn)	110	96	2	91	-1	-5	90	6
Cc1ccc(-c2cc(-c3n[nH]c(=S)o3)c3ccccc3n2)cc1	121	100	5	101	-19	11	93	-25
O=C(CCc1nc2ccccc2c(=O)[nH]1)Nc1cc(Cl)ccc1N1CCCC1	132	97	5	99	-4	nt	98	6
CC(=O)N1CCCc2ccc(NS(=O)(=O)c3ccc(C)c(C)c3)cc21	103	100	12	97	-4	-26	100	12
CCN(CC)C1CCN(C(=O)c2cc(COc3ccc(-n4cncn4)cc3)on2)C1 (stereo not drawn)	67	73	-1	98	-1	0	93	-11
Cc1cc(NCCN2CCOCC2)n2c(nc3ccccc32)c1C#N	114	106	24	104	-6	-10	113	-13
CCOC(=O)CNC(=O)C(CO)NC(=O)OCc1ccccc1 (stereo not drawn)	93	102	0	103	-5	3	105	-3
CC(=O)[C@H]1CC[C@H]2[C@@H]3CC=C4C[C@@H](O)CC[C@]4(C)[C@H]3CC[C@]12C	122	97	-1	67	7	nt	141	4
O=C(CCCc1ccccc1)N=C1SC2CS(=O)(=O)CC2N1c1ccccc1 (stereo not drawn)	119	102	3	96	3	8	99	6
CCOC(=O)C1CCN(C(=O)COc2ccc(N(C)S(=O)(=O)c3ccc(OCC)cc3)cc2)CC1	98	96	-1	101	-2	-5	107	-6
Cc1cccc(C(=O)OCC(=O)N(CC(C)C)c2c(N)n(Cc3ccccc3)c(=O)[nH]c2=O)c1O	102	99	1	100	0	6	107	-1
O=C(c1ccco1)N1CCc2[nH]nc(-c3ccc(Cl)cc3)c2C1	93	?	1	95	5	12	100	0
CC(=O)CCN1CCOCC1	95	102	-1	103	-7	1	108	8
CCc1ccc2oc(-c3cc(N)cc(C)c3O)nc2c1	113	115	114*	98	-8	4	109	3
O=C(Cn1c(=O)oc2cc(S(=O)(=O)N3CCCC3)ccc21)NCc1ccccn1	89	100	0	100	7	6	104	13
Cc1ccc(OCC(=O)NN=C2C3CC4CC(C3)CC2C4)cc1	80	108	2	101	-7	3	104	4
O=C(NC(=S)NNC(=O)[C@H]1C[C@@H]1c1ccccc1)c1ccc(F)cc1	184	150	3	107	2	1	130	-11
Cc1cc(C)c2nc(Cl)c(C3NC(=O)c4ccccc4N3)cc2c1 (stereo not drawn)	119	98	2	106	2	10	99	13

# Source: PubChem BioAssay (several laboratories)
